Compound activity deposited in PubChem by several laboratories.
STAT3 blocker = IL-6 driven STAT3 reporter inhibitors, primary screen, U3A cells, luciferase, luminescence, MLSCN library; inhibition, % at 5.5 µM; IL-6 STAT3-luciferase reporter; host cell line lacks STAT1; actives 0.89% (n = 190,000);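 active = inhibition above the mean inhibition across all screened compounds plus 3 SD, cut at about 44% in these data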;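 note: 0% = DMSO only wells and 100% = 100 µM nifuroxazide control wells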
STAT1 blocker = STAT1 signaling inhibitors, primary screen, cell-based, HTS, luciferase reporter; NIH 3T3 STAT1-luciferase reporter, IFN-gamma, luminescence; AID 920, 2007; actives 0.35% (n = 200,000); inhibition, % at 5.5 µM;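 active = inhibition above a set limit, the mean inhibition across all tested compounds plus 3 SD, cut at about 34% in these data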;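 note: 0% = IFN-gamma with DMSO and 100% = IFN-gamma with 300 µM nifuroxazide; values of inactives mirror those of a sister screen read the other way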
STAT3 activator = IL-6 driven STAT3 reporter potentiators, primary screen, U3A cells, luciferase, luminescence, MLSCN library; IL-6 STAT3-luciferase reporter; 100% = signal with IL-6 EC80 alone; activation (% of control), % at 5.6 µM; actives 0.91% (n = 190,000); AID 871, 2007;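 active = activation above the screen-wide mean of compound activation plus 3 SD, cut at about 130% in these data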;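 note: 0% = background luminescence of wells with medium and substrate only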
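System – human U3A cells carrying STAT3-luciferase construct · Probe or stimulus – Interleukin-6, 33 ng/mL · Schedule – compound 1 h, then IL-6 6 h at 37 °C · Signal – luminescence from STAT3-driven luciferase reporter · Evaluation – percent of IL-6-only median luminescence · Benchmarks – IL-6-only high control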
TLR4 MyD88 comp = inhibitors of TLR4-MyD88 association in cells, primary screen, cell-based, HeLa CL3-4, BLA complementation, FRET ratio; Toll-like receptor 4 (Homo sapiens) + Myeloid differentiation primary response protein …; HeLa CL3-4 TLR4/MyD88 BLA complementation; inhibition, % at 8.4 µM; actives 0.18% (n = 200,000); AID 861, 2007; in the data active = inhibition above about 25%;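 note: 0% = vehicle and 100% = reference inhibitor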
Target sequence (O00206 whole entry, looked up): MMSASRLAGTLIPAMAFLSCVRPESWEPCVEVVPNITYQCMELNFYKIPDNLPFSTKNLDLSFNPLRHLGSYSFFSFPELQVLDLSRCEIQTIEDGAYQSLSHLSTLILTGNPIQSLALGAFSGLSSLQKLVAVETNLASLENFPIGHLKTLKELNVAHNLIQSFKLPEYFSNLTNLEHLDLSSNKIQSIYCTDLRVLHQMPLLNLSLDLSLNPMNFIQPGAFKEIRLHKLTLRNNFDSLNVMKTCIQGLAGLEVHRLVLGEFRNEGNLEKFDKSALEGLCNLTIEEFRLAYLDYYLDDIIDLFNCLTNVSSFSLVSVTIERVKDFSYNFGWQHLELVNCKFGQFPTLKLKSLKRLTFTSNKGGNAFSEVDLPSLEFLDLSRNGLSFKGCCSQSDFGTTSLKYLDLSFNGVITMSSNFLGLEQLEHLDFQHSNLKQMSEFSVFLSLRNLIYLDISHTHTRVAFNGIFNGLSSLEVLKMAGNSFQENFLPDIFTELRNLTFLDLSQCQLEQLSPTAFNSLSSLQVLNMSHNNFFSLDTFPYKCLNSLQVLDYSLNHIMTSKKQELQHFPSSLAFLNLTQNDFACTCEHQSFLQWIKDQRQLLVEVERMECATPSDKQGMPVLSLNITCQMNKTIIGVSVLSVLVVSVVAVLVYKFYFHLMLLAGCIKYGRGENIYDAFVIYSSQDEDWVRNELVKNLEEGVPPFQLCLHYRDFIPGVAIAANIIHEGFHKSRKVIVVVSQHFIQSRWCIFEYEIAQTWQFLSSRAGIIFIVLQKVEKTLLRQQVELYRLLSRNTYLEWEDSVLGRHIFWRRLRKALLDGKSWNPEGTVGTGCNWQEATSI
Target sequence (Q99836 whole entry, looked up): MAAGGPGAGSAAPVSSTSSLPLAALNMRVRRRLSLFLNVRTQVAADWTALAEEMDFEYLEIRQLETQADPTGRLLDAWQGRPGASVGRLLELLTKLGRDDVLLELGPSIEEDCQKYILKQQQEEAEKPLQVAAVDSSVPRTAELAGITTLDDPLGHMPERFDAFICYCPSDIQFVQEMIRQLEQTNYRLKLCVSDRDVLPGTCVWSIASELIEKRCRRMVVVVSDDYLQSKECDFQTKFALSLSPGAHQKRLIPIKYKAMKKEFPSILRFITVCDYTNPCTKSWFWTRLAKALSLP
PPARg SRC-1 ag = PPARgamma agonists recruiting SRC-1 coactivator, primary screen, biochemical. PPARgamma-SRC-1 coactivator recruitment biochemical assay. activation, % at 8 µM. actives 0.41% (n = 200,000). AID 631, 2007; in the data active = activation above about 19%;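 note: 0% = DMSO and 100% = reference agonist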
PPARg SRC3 recr = PPARgamma agonists recruiting SRC-3 coactivator, primary screen, biochemical | Peroxisome proliferator-activated receptor gamma (Homo sapiens), P37231 | AID 731, 2007 | activation, % at 8 µM | actives 0.26% (n = 200,000) | biochemical PPARgamma/SRC-3 coactivator recruitment assay; in the data active = activation above about 23%;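 note: 0% = DMSO and 100% = reference agonist; some compounds past the cut are filed as inactive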
RAM inhibit = inhibitors of the yeast RAM network, primary screen, dse1pr::URA3 reporter, 5-FOA selection. actives 1.8% (n = 190,000). S. cerevisiae dse1pr::URA3 reporter, 5-FOA growth OD615, 2 d; analog-sensitive cbk1-as2 kinase mutant strain. inhibition, % at 50 µM. AID 868, 2007;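 active = inhibition above a set limit, 3 SD over mean compound inhibition, cut at about 8.4% in these data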;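 note: 0% = DMSO-only wells with no growth and 100% = 10 µM 1-NA-PP1 full growth; inhibition rescues growth on 5-FOA so higher OD means more RAM inhibition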
ROMK primary = ROMK potassium channel modulators, primary screen, cell-based, thallium flux, MLSMR library | B-score at 10 µM | actives 2% (n = 130,000) | ATP-sensitive inward rectifier potassium channel 1 (Homo sapiens), P48048 | AID 1918, 2009 | Tet-inducible ROMK, thallium flux fluorescence; actives lie on both sides;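 active = signal ratio slope over the read window, or its plate-corrected B-score, at least 3 SD from the plate mean, either direction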;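 note: B-score of the F/F0 ratio slope over 7 to 12 s after thallium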
SRC2 TRFRET art = TR-FRET signal artefacts, primary screen, artefact control for PPARgamma SRC-2 agonist project, biochemical; TR-FRET artefact counter-screen; stronger effect = higher value; TR-FRET ratio at 8 µM; actives 0.4% (n = 200,000); AID 1049, 2008; in the data active = TR-FRET ratio above about 2000; note: inactives centre near 1500
PPARg SRC-2 ag = agonists of PPARg-SRC-2 recruitment, primary screen, biochemical, HTS. Peroxisome proliferator-activated receptor gamma (Homo sapiens), P37231. PPARgamma LBD-SRC-2 recruitment. activation, % at 8 µM. actives 0.34% (n = 200,000); in the data active = activation above about 22%;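 note: 0% = vehicle and 100% = reference agonist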
S1P3 antag = S1P3 receptor antagonists, primary screen, cell-based | actives 0.27% (n = 170,000) | Sphingosine 1-phosphate receptor 3 (Homo sapiens), Q99500 | inhibition, % at 4.98 µM | CHO S1P3 NFAT-BLA reporter, FRET fluorescence, antagonist mode;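 active = inhibition above the plate cutoff, the mean inhibition of test wells on that plate plus 3 SD, cut at about 28% in these data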;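 note: cells challenged with S1P at its EC80 of 0.8 µM; blue over green emission ratio from cleaved BLA substrate after 4 h stimulation; 0% = S1P-stimulated wells and 100% = unstimulated DMSO-only wells; some compounds past the cut are filed as inactive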
Numbers without * were called inactive; . = no result given.

SMILES	STAT3 blocker	STAT1 blocker	STAT3 activator	TLR4 MyD88 comp	PPARg SRC-1 ag	PPARg SRC3 recr	RAM inhibit	ROMK primary	SRC2 TRFRET art	PPARg SRC-2 ag	S1P3 antag
OCCOc1cccc(CN2CCC(CO)(CCOc3ccccc3)CC2)c1	4	3	102	-8	10	7	3.4	.	1599	4	13
Cc1cc(C)n(C(=O)CCC(=O)NCc2ccccc2)n1	14	2	93	1	2	-1	0.6	.	1586	6	-1
CC(=O)NS(=O)(=O)c1ccc(N=NN2CCCCCC2)cc1	-2	-4	103	-12	-8	0	0.9	-0.69	1504	-3	-13
Cc1oc(CC(C)C)c(CN2CCCC2)c1C(=O)O	9	2	96	-1	14	8	1.7	1.9	1560	8	-19
Cc1cccc(Oc2ncc(-c3ccc(Cl)cc3)cn2)c1	3	-2	99	22	2	-2	6.3	.	1434	-2	.
COC(=O)C1CC(O)CN1C(=O)Nc1ccccc1 (configuration not stated)	2	-1	100	-2	4	0	-0.6	0.75	1364	1	-40
O=C(CCCn1c(=O)[nH]c2ccccc2c1=O)Nc1ccc(F)cc1	-3	-3	104	-8	6	0	1.5	0.73	1551	0	2
C=CCNc1oc(-c2cccc3ccccc23)nc1C#N	11	-13	95	-24	-5	-6	2.8	.	1432	-2	22
CN1CCN(CCC(=O)Nc2ccc(Br)cc2)CC1	2	6	103	-12	6	-2	0.4	-0.35	1752	3	0
CN=C1SC(CC(=O)Nc2ccc(C(C)=O)cc2)C(=O)N1C (configuration not stated)	4	-3	99	2	2	13	.	.	1527	3	.
Cc1ccc(CCC(=O)Nc2ccccc2F)s1	23	-42	86	-19	4	2	0.3	0.19	1623	-3	-1
COc1ccc2[nH]c(=O)c(CN(C(=O)c3cccnc3)c3ccccc3)cc2c1	5	-7	100	3	5	4	1.6	0.22	1721	12	.
COc1ccc(C(=O)Nc2ccc(S(=O)(=O)Nc3nccnc3OC)cc2)cc1	5	8	95	0	-2	2	2.7	-0.056	1525	6	.
Cc1cccc(NC(=O)COC(=O)Cc2cccc(C(F)(F)F)c2)c1C	-5	-1	107	2	-1	-2	1.5	.	1627	6	-7
O=C(NCc1ccco1)c1cccnc1Cl	2	-5	101	-10	-2	-2	-0.4	0.26	1345	-7	11
Oc1c(Br)cc(Br)cc1C=Nc1ccc2c(c1)OCO2	-2	-2	102	2	-2	4	-1.0	3.4*	1683	18	0
CC(C)(C)NC(=O)CSc1nc(N)c(NC(=O)c2ccccc2F)c(=O)[nH]1	-10	-6	107	-6	-2	-1	0.1	0.11	1449	1	-32
CC(=O)N1CC(=O)N=C1SCC(=O)Nc1nc(C)c(-c2ccccc2)s1	1	22	101	-13	-4	-2	1.2	-1.1	1542	0	-1
O=C(CSc1nnc2n(C3CCCCC3)c(=O)c3ccccc3n12)OC1CCCCC1	8	11	98	2	2	3	2.1	.	1513	15	1
COc1cc2[nH]c(=S)n(Cc3ccccc3)c(=O)c2cc1OC	-9	0	111	6	10	9	2.3	-0.17	1440	7	0
COc1ccccc1NC(=S)N(CCN1CCOCC1)Cc1ccccc1F	9	14	98	-6	5	3	0.0	0.012	1797	7	-5
Cc1ccccc1-c1nnn(Cc2ccc(-c3nn[nH]n3)cc2)n1	7	1	102	-13	-4	-2	2.2	0.7	1498	-7	-8
CC1CCN(C(=O)CNS(=O)(=O)c2ccc(Br)s2)CC1	6	-8	100	2	-2	0	-1.1	-0.63	1626	4	.
COCCSc1ccccc1C(=O)N1CCC(Cc2ccccc2)CC1	2	0	103	-10	3	0	-1.0	-0.024	1503	4	1
O=C(N/N=C/c1ccc[nH]1)c1cccc(Br)c1	6	-10	98	-5	9	3	1.6	-0.013	1710	3	-5

More structures
SMILES	STAT3 blocker	STAT1 blocker	STAT3 activator	TLR4 MyD88 comp	PPARg SRC-1 ag	PPARg SRC3 recr	RAM inhibit	ROMK primary	SRC2 TRFRET art	PPARg SRC-2 ag	S1P3 antag
Cc1cc(C(F)F)n2nc(C(=O)Nc3c(F)cc(F)cc3Br)nc2n1	8	-2	96	-7	3	12	0.5	.	1714	10	-4
Cc1ccc(C)c(N2CCN(C(=O)C3CCN(S(=O)(=O)c4cccc5nsnc45)CC3)CC2)c1	18	11	88	-2	11	3	2.8	.	1671	15	-18
OCCCCNCc1cc(Br)ccc1OCc1ccccc1F	-6	2	111	-12	4	2	1.5	-0.34	1417	-7	-2
CCCn1c(O)c(N=N)c2ccccc21	-11	0	112	-10	2	1	-0.9	0.23	1510	3	-11
COC(=O)[C@H](CCSC)NC(=O)Nc1ccc(C(C)=O)cc1	12	-3	92	-7	8	3	2.6	-0.14	1661	1	-17
CCc1nc(NC2CCCCC2)c(C#N)c2c1COC(C)(C)C2	6	2	99	-9	8	2	4.6	.	1475	4	.
CCOC(=O)c1ccc(NC(=S)N(CCCN2CCCCC2)Cc2ccco2)cc1	-6	-2	105	-1	3	1	0.9	0.34	1721	8	-3
O=C(Nc1nnc(SCc2ccccc2F)s1)c1ccco1	8	6	96	18	-9	-3	0.8	0.15	1540	-2	-3
CC(C)(C)c1ccc(/C=N/OCC(=O)NCc2ccccc2)cc1	-3	4	101	8	4	-3	3.8	0.32	1449	-7	-15
Cc1cccc(N2CCN(C(=O)c3ccc(N4CCCC4=O)cc3)CC2)c1C	30	3	77	-11	-1	-6	1.1	1.9	1583	3	-17
Oc1ccc2cccnc2c1	7	8	99	4	16	23	1.4	.	1469	4	6
Cc1cccc(-n2ncc(C#N)c2-n2cccc2)c1	-1	4	106	2	-3	-4	2.6	.	1401	-2	.
CCc1cc2c3c(c1)/C(=C1/SC(N)=NC1=O)C(=O)N3C(C)(C)C=C2C	14	7	93	0	1	0	4.5	-0.48	1365	2	.
COc1cccc(NC(=S)NNC(=O)Cn2nc(C(F)(F)F)cc2C)c1	-2	-4	102	11	-4	6	1.0	.	1642	5	-7
CC1=C(C(=O)Nc2ccccn2)C(c2ccc(Cl)cc2Cl)NC(=S)N1 (configuration not stated)	8	-17	100	-10	6	2	5.5	-0.023	1758	-1	9
CSc1nc(SCC(N)=O)c2c3c(sc2n1)CN(C)CC3	11	-3	97	-12	-1	-6	0.0	-0.086	1619	6	.
CCOC(=O)c1ccc(NC(=O)CC2OCCN(CC)C2=O)cc1 (configuration not stated)	-6	2	107	4	1	2	0.4	.	1418	-6	-30
O=C1CSC(c2cccnc2)N1c1ccc(F)cc1 (configuration not stated)	1	-10	99	2	2	6	1.2	-0.42	1405	-3	.
O=C(NCc1ccncc1)c1cncc(Br)c1	-4	-4	105	3	5	5	0.0	0.08	1380	0	-15
O=C(c1ccc(Cl)cc1)c1ccc(CN2C(=O)c3ccccc3C2=O)o1	6	0	99	-8	-7	2	5.4	.	1476	-10	.
COc1ccc(C)cc1NC(=O)c1nnn(Cc2cccc(C(F)(F)F)c2)c1N	1	11	100	3	-1	-2	3.8	.	1418	1	21
CCOC(=O)c1cc(-c2ccc(C)cc2)nc2nc(SC)[nH]c(=O)c12	16	1	85	-14	1	1	1.1	-0.061	1398	2	10
CCN1CCN(C(=O)/C=C/c2ccc([N+](=O)[O-])cc2)CC1	-6	2	104	9	2	-1	0.4	0.02	1728	4	-27
N/C(=N\c1nc2c(c(=O)[nH]1)CCC2)Nc1cccc(Cl)c1	0	-6	98	-1	0	0	0.3	0.33	1581	3	-7
CCOC(=O)C1(Cc2cccc(OC)c2)CCN(C(C)CC(C)(C)O)CC1 (configuration not stated)	-17	-4	117	-14	1	3	0.8	-0.85	1483	5	5

Reprinted from the part before: three compounds, followed by the next part.
SMILES	STAT3 blocker	STAT1 blocker	STAT3 activator	TLR4 MyD88 comp	PPARg SRC-1 ag	PPARg SRC3 recr	RAM inhibit	ROMK primary	SRC2 TRFRET art	PPARg SRC-2 ag	S1P3 antag
CCN1CCN(C(=O)/C=C/c2ccc([N+](=O)[O-])cc2)CC1	-6	2	104	9	2	-1	0.4	0.02	1728	4	-27
N/C(=N\c1nc2c(c(=O)[nH]1)CCC2)Nc1cccc(Cl)c1	0	-6	98	-1	0	0	0.3	0.33	1581	3	-7
CCOC(=O)C1(Cc2cccc(OC)c2)CCN(C(C)CC(C)(C)O)CC1 (configuration not stated)	-17	-4	117	-14	1	3	0.8	-0.85	1483	5	5
CCOCCCNc1ncnc2c1[nH]c1ccccc12	27	30	80	-11	6	11	0.5	.	1622	2	30
CN(Cc1ccccc1)c1nc(N)c([N+](=O)[O-])c(NCc2ccccc2)n1	-14	1	114	8	-3	-4	5.9	-0.22	1551	3	-2
COc1ccc(-c2csc(NC(=O)c3cccs3)c2C(=O)O)cc1OC	-14	-1	114	-4	-1	1	3.1	.	1675	1	4
CC(C)N1CSC(=S)N(Cc2ccccc2)C1	2	-1	104	-11	8	-1	-1.1	0.01	1597	-13	-5
COc1ccc(C)cc1N(C(=O)COc1cccc(F)c1)c1nc2ccccc2s1	-36	-3	134*	5	3	1	4.0	.	1685	9	4
CCn1c(-c2cccnc2)n[nH]c1=S	10	-1	100	-15	0	7	2.1	.	1564	12	.
CCC(=O)NCCNc1nc2cc(C)c(C)cc2cc1C#N	12	-3	92	4	0	6	0.4	.	1397	4	.
CCC1CCC(c2nnc(-c3ccc([N+](=O)[O-])cc3)o2)CC1 (configuration not stated)	-3	-8	105	0	2	-2	4.6	0.29	1316	14	2
Cc1ccccc1Nc1nc(N)nc(CSc2nc3ccccc3c(=O)n2C)n1	19	8	88	7	3	-4	4.0	-2	1512	4	.
CCc1ccccc1NC(=O)Nc1cccc(F)c1	8	11	93	-5	-11	-5	1.5	.	1374	-2	-5
COc1ccc(S(=O)(=O)O/N=C2\CCCc3ccccc32)cc1	-19	4	120	2	5	8	2.8	-0.66	1788	12	.
Cc1cccc2cc(C#N)c(NCCCn3ccnc3)nc12	15	-3	89	-7	4	-1	0.0	-1.4	1524	-7	-9
O=C(CSc1ncccc1C(=O)O)c1ccc2ccccc2c1	-5	-19	107	-10	-1	-5	6.0	.	1649	2	.
Cc1ccc(S(=O)(=O)NC(=NC(C)C)c2ccccc2)cc1	-1	2	106	4	0	-3	1.2	-0.5	1540	-6	7
O=C(c1ccc(NS(=O)(=O)c2cccc3cccnc23)cc1)N1CCCCC1	10	7	100	-10	5	7	1.4	-0.95	1598	-3	-11
